# Screening data from PubChem.
# AGP1 TOR yeast: alters AGP1-GFP fluorescence in TOR pathway yeast screen | S. cerevisiae AGP1-GFP multiplex flow cytometry, 3 h; GFP as percent of DMSO wells | GFP response vs DMSO, % at 10 µM | hit rate 0.02% among 320,000 | AID 2066;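 active = GFP response relative to DMSO above a set limit, near screen average plus 3 SD, cut at about 150% in these data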;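 also: median GFP channel fluorescence of the gated AGP1 strain per well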
# BCLXL inh: blocks human Bcl-xL binding to Bim BH3 peptide. inhibition, % at 10.9 µM. Q07817. hit rate 0.7% among 320,000. AID 2129. GST-Bcl-xL / FITC-Bim BH3 peptide fluorescence polarization;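 active = inhibition above the mean of all tested compounds plus 3 SD, cutoff set per campaign, cut at about 30% in these data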;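 also: 0% = DMSO wells and 100% = unlabeled Bim-BH3 peptide competitor; inhibitors lower millipolarization by displacing the labeled peptide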
# MEX-5 binding: C. elegans MEX-5 TCR-2 RNA binding activity | hit rate 0.38% among 300,000 | MEX-5/FITC-TCR2 RNA binding, fluorescence polarization; active compounds read low | activity score (negative = inhibition of binding), % at 10 µM | Q9XUB2;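 active = inhibition past about -25% in most replicates, and total fluorescence under double the plate's negative control median, limit read from the data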;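 also: 0% = DMSO and -100% = 5 µM competing unlabeled TCR2 RNA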
# Target sequence (Q9XUB2 whole entry, looked up): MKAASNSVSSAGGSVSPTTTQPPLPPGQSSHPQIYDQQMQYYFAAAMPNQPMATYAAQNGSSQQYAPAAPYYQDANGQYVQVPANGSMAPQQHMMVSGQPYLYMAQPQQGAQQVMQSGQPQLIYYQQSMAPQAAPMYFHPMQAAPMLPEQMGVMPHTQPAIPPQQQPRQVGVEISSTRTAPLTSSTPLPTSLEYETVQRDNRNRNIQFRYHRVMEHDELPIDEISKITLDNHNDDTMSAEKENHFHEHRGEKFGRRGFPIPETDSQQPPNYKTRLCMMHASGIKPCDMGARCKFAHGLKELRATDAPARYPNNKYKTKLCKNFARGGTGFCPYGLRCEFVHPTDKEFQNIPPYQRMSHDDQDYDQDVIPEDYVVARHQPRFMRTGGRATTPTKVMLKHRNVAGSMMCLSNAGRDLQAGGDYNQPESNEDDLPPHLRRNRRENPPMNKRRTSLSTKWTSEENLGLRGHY
# GLD-1 TGE inh: GLD-1-TGE RNA interaction inhibition (C. elegans) | Q17339 | hit rate 0.44% among 320,000 | purified GLD-1 + fluorescein TGE RNA, fluorescence polarization | inhibition, % at 5.96 µM | AID 2280;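 active = percent inhibition above a per-plate cutoff, the plate mean of test compounds plus 3 SD, cut at about 30% in these data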;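 also: 0% = DMSO wells with GLD-1 and probe and 100% = wells lacking GLD-1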
# Target sequence (Q17339 whole entry, looked up): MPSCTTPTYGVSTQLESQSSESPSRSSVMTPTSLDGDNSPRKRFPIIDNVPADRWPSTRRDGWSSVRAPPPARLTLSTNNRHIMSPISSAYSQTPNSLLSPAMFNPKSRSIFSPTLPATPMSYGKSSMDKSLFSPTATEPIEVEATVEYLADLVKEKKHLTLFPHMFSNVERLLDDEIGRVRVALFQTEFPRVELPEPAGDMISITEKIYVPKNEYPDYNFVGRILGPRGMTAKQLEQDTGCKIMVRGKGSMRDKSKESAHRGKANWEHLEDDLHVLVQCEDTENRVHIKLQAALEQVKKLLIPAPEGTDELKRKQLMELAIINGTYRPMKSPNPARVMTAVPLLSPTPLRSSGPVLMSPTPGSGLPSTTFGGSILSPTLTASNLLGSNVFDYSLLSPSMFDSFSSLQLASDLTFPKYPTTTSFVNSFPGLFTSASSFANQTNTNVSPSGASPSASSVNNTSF
# MCL1 BIM primary: MCL1-BIM-BH3 interaction inhibition (human); hit rate 0.68% among 320,000; Q07820; inhibition, % at 10.9 µM; GST-MCL1 / FITC-Bim-BH3 fluorescence polarization;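 active = inhibition above the mean inhibition of all tested compounds plus 3 SD, set per campaign, cut at about 40% in these data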;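 also: 0% = DMSO wells and 100% = unlabeled Bim-BH3 peptide control; higher means more loss of mP so more displacement of Bim peptide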
# GRK2 aptamer HTS: blocks RNA aptamer binding to human GRK2. P25098. bead flow cytometry, FAM-aptamer displacement from GRK2. inhibition of aptamer binding, % at 10 µM. hit rate 0.59% among 330,000. AID 488847;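 active = inhibition of aptamer binding above 40%, roughly 3 SD of noise, on plates passing a quality check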;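 also: median bead fluorescence of bound FAM aptamer so fluorescent compounds give negative values; no value below 0 was filed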
# CR mimetic SO: yeast age-related superoxide inhibition as caloric restriction mimetic. S. cerevisiae aged cells, superoxide DHE fluorescence; active compounds read low. hit rate 0.18% among 330,000. superoxide response (% of plate mean), % at 10 µM. AID 2690;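 active = superoxide response under a set limit, about three screen SD below normal, cut at about 65% in these data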;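 also: yeast aged for seven days with compound at 30 °C before DHE staining; 100% = average MFI of all compound-treated wells on the plate with controls excluded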
# CIT2 TOR yeast: alters CIT2-GFP fluorescence in TOR pathway yeast screen. S. cerevisiae CIT2-GFP strain, flow cytometry, 3 h; 100 means same as DMSO wells. GFP response vs DMSO, % at 10 µM. hit rate 0.065% among 320,000;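 active = GFP response relative to DMSO above a set limit, near the screen mean plus 3 SD, cut at about 150% in these data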;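 also: ratio of well median GFP fluorescence to mean of DMSO wells on the plate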
# VLA-4 inh: inhibition in a human VLA-4 binding assay. P13612. VLA-4 expressing cells, ligand binding flow cytometry. inhibition, % (about 7 µM as worked out from the volumes in the protocol). hit rate 0.2% among 330,000; in the data active = inhibition above about 50%
# Active calls of the source: *; . = no result given.
SMILES,AGP1 TOR yeast,BCLXL inh,MEX-5 binding,GLD-1 TGE inh,MCL1 BIM primary,GRK2 aptamer HTS,CR mimetic SO,CIT2 TOR yeast,VLA-4 inh
CCc1ccc(CN2CCC(n3nccc3NC(=O)c3cccc(F)c3)CC2)cc1,103,2,1.5,-7,1,0,103,102,8
COC(=O)c1ccc(COn2c(=O)c(C)[n+]([O-])c3ccccc32)cc1,103,4,-0.9,9,7,0,100,.,-6
CCOC(=O)c1cc(S(=O)(=O)N2CCN(Cc3ccccc3)CC2)cn1C,99,1,1.0,1,0,1,95,98,-19
C=CCc1cc(Cl)ccc1OCCOCCN(C)C,106,2,1.9,-5,10,0,82,101,14
O=C(CCNc1ccc(F)c(Cl)c1)c1ccco1,93,6,-0.1,2,6,0,91,92,33
C=CCNC(=O)c1c(CS(=O)(=O)c2ccccc2)noc1C(=O)NCc1ccccc1,77,-1,.,5,0,0,103,97,-4
Cc1cccnc1NC(=O)Nc1cccs1,106,4,0.6,8,5,1,100,88,21
Cc1c(C)n2c(SCC(=O)N3CCCC3)nnc2[nH]c1=O,105,1,-0.8,1,-4,2,114,91,-1
COCCCNCC#CCOc1ccc(OC)cc1,103,4,-1.8,2,15,1,93,103,0
COc1ccc(C(=O)NC(=S)Nc2ccc(CN3CCCCC3)cc2)cc1Cl,109,11,0.8,-6,8,0,106,99,0
Cc1cc2c(cc1S(=O)(=O)CCC(=O)NCc1ccccc1)OCC(=O)N2,101,-4,1.5,-2,-3,2,84,95,15
CNC(=O)C(C)Sc1ccc(S(=O)(=O)N2CCOCC2)cn1 (centres undefined),100,-6,.,-5,-11,0,100,100,-10
O=C(Nc1nnc(CCN2CCCCC2)s1)C1CCCCC1,91,0,0.4,-4,6,0,134,86,2
Cc1ccc(C(=O)NC(=S)NCc2ccccc2)cc1Br,103,3,1.2,-4,13,0,85,102,-4
O=C(NCc1ccco1)c1cc(-c2cccc(Cl)c2)on1,93,-1,-4.2,2,-1,2,70,96,-8
O=C(CSc1ncnc2c1oc1ccccc12)OCc1ccccc1,98,-4,.,0,-5,0,107,96,-7
O=C(OCc1cccc2ccccc12)C1CC(=O)N(c2ccccc2)C1 (centres undefined),97,3,0.6,0,-2,2,104,104,3
O=C(NCc1ccccc1)/C(=C\c1ccc(O)cc1)NC(=O)c1ccco1,94,1,1.3,11,1,1,92,103,-6
CCOC(=O)N1CCN(C(=O)c2ccc3c(Cl)c4c(nc3c2)CCCC4)CC1,107,6,-1.7,-5,-4,3,94,107,-1
COc1ccc(C(=S)N2CCOCC2)cc1OC(=O)c1ccc([N+](=O)[O-])cc1,107,8,0.8,6,8,1,106,103,6
COCc1cc(N2CCOCC2)nc(SCc2ccc(Cl)cc2)n1,91,5,0.6,3,4,1,105,80,0
CC(C)C(=O)Nc1nnc(CCN2CCOCC2)s1,99,2,1.4,-5,-9,6,121,106,-1
Cc1ccc2c(c1)c1c3n2CCN(C(=O)C2CC2)C3CCC1 (centres undefined),101,28,-7.7,20,26,0,95,90,-4
CC[N+](CC)(CC)CCC(O)(c1ccccc1)C1CCCCC1 (centres undefined),92,6,.,0,1,3,100,85,33
COc1ccc(CN(Cc2ccco2)S(=O)(=O)c2ccc(S(=O)(=O)N3CCCC3)cc2)cc1,107,4,2.1,12,5,2,116,99,1
COc1cccc(C(=O)Nn2c(-c3cccs3)nc3ccccc3c2=O)c1OC,92,-1,2.8,-7,7,3,107,95,-4
COc1ccc(N2CCN(CC(O)COCCOc3ccc(Br)cc3)CC2)cc1 (centres undefined),99,3,3.3,3,5,0,96,101,3
CCc1noc(C)c1C(=O)OCC(=O)N(CC)c1c(N)n(Cc2ccccc2)c(=O)[nH]c1=O,109,-12,-4.2,11,-6,1,101,102,10
CCOC(=O)N(C)c1ccc(C(O)(C(F)(F)F)C(F)(F)F)cc1,91,-2,-1.1,3,1,3,103,93,3
COc1ccccc1NS(=O)(=O)c1ccc(/C=C/C(=O)N2CCN(C(C)=O)CC2)cc1,109,4,.,5,5,3,90,94,5

# Complete entries, quoted from the list. Values in the order: AGP1 TOR yeast | BCLXL inh | MEX-5 binding | GLD-1 TGE inh | MCL1 BIM primary | GRK2 aptamer HTS | CR mimetic SO | CIT2 TOR yeast | VLA-4 inh
# COCc1cc(N2CCOCC2)nc(SCc2ccc(Cl)cc2)n1 is listed as 91 | 5 | 0.6 | 3 | 4 | 1 | 105 | 80 | 0
# COc1ccccc1NS(=O)(=O)c1ccc(/C=C/C(=O)N2CCN(C(C)=O)CC2)cc1 is listed as 109 | 4 | . | 5 | 5 | 3 | 90 | 94 | 5
# COc1ccc(CN(Cc2ccco2)S(=O)(=O)c2ccc(S(=O)(=O)N3CCCC3)cc2)cc1 is listed as 107 | 4 | 2.1 | 12 | 5 | 2 | 116 | 99 | 1
# CC(C)C(=O)Nc1nnc(CCN2CCOCC2)s1 is listed as 99 | 2 | 1.4 | -5 | -9 | 6 | 121 | 106 | -1

# (listing goes on)
SMILES,AGP1 TOR yeast,BCLXL inh,MEX-5 binding,GLD-1 TGE inh,MCL1 BIM primary,GRK2 aptamer HTS,CR mimetic SO,CIT2 TOR yeast,VLA-4 inh
CC(C)(C)C1=C(C#N)C(c2cc3c(cc2Br)OCO3)C(C#N)=C(N)O1 (centres undefined),98,7,-0.4,8,4,0,120,99,1
CS(=O)(=O)NCCSc1cc(C(F)(F)F)nc2ccccc12,98,6,1.1,1,4,0,95,97,2
CCN(C[C@H]1N[C@@](CC)(C(=O)OC)[C@H]2C(=O)N(C)C(=O)[C@@H]12)C(=O)Nc1ccc(Cl)cc1,105,.,.,3,.,6,81,100,1
CC(NC(=O)CNC(=O)OCc1ccccc1)C(=O)N1CC(O)CC1C(=O)OCc1ccccc1 (centres undefined),99,2,0.0,7,4,0,94,99,6
O=S(=O)(/N=C(/Nc1ccccc1)c1ccccc1O)c1ccccc1,107,0,1.4,-1,1,5,99,103,8
Cc1c(N)cccc1-n1cccc1,116,5,2.2,-4,5,0,91,113,1
COC(=O)CCNC(=O)c1ccc2[nH]c(C)c(C)c2c1,114,7,0.2,-2,10,2,92,121,4
Cc1ccc(NC(=O)c2ccc3c(=O)n4c(nc3c2)CCC4)cc1F,95,2,.,10,0,0,84,97,0
CC1=C[C@@H](C)[C@@H](c2ccccc2)OC1=O,97,7,-0.7,7,2,2,102,88,-4
CCOC(=O)C1CCN(C(=O)CC(C)S(=O)(=O)c2ccc3c(c2)NC(=O)CO3)CC1 (centres undefined),112,1,2.3,2,11,2,87,108,-1
Cc1cc(OCCN2CCCC2)ccc1[N+](=O)[O-],96,-2,4.0,-7,-1,0,113,110,1
COc1cccc(NC(=S)NC(=O)c2c(Cl)c(C)nn2C)c1,94,8,1.5,4,15,0,96,106,14
O=C(NCC1CC1)C1(S(=O)(=O)c2ccccc2)CC=CC1,82,2,2.2,-1,1,0,95,85,32
CCOc1ccc(S(=O)(=O)n2c([N+](=O)[O-])cnc2C)c(C)c1C,99,3,2.7,0,-7,1,99,101,-2
COCCNC(=O)c1sc2nc(-c3ccccc3)cn2c1C,96,1,1.6,-2,0,0,90,96,-10
O=C(c1ccc(-c2ccccc2)cc1)c1ccccc1C(=O)N1CCOCC1,104,-1,0.8,3,2,4,115,101,-4
Cc1cccc(-c2c3c(=O)n(C)c(=O)n(C)c3cn2C(C)C)c1,98,2,-0.5,3,5,0,105,95,13
CCC(C)(C)n1nnnc1C(c1ccc(C)cc1)N1CCN(Cc2ccc3c(c2)OCO3)CC1 (centres undefined),.,0,-1.6,-2,0,0,102,93,3
O=C1c2c(O)cc(O)cc2O[C@H](c2ccc(O)c(O)c2)[C@H]1O,103,17,18,4,22,0,106,95,6
O=c1oc(-c2ccccc2Br)nc2ccccc12,91,0,2.2,0,5,0,99,99,4

# Exported with tabs: entries from further up
mol	AGP1 TOR yeast	BCLXL inh	MEX-5 binding	GLD-1 TGE inh	MCL1 BIM primary	GRK2 aptamer HTS	CR mimetic SO	CIT2 TOR yeast	VLA-4 inh
CCOc1ccc(S(=O)(=O)n2c([N+](=O)[O-])cnc2C)c(C)c1C	99	3	2.7	0	-7	1	99	101	-2
Cc1cc(OCCN2CCCC2)ccc1[N+](=O)[O-]	96	-2	4.0	-7	-1	0	113	110	1
O=c1oc(-c2ccccc2Br)nc2ccccc12	91	0	2.2	0	5	0	99	99	4
COc1cccc(NC(=S)NC(=O)c2c(Cl)c(C)nn2C)c1	94	8	1.5	4	15	0	96	106	14
CCC(C)(C)n1nnnc1C(c1ccc(C)cc1)N1CCN(Cc2ccc3c(c2)OCO3)CC1 (centres undefined)	.	0	-1.6	-2	0	0	102	93	3
O=C(NCC1CC1)C1(S(=O)(=O)c2ccccc2)CC=CC1	82	2	2.2	-1	1	0	95	85	32

# New compounds follow.
SMILES,AGP1 TOR yeast,BCLXL inh,MEX-5 binding,GLD-1 TGE inh,MCL1 BIM primary,GRK2 aptamer HTS,CR mimetic SO,CIT2 TOR yeast,VLA-4 inh
Cc1cc([N+](=O)[O-])ccc1NC1CCCC1,88,-4,0.7,-6,-11,4,95,91,0
CCc1noc(C)c1C(=O)OCC(=O)N(CCOC)c1c(N)n(Cc2ccccc2)c(=O)[nH]c1=O,114,-3,-0.7,-3,-6,0,105,104,-3
CCCOP(=O)(c1ccc(N(C)C)cc1)C(O)c1cc(OC)c(OC)c(OC)c1 (centres undefined),.,8,0.2,-4,6,1,105,96,23
Cc1cc(NC(=O)COc2coc(CN3CCN(c4ccc(F)cc4)CC3)cc2=O)no1,108,0,2.5,4,-4,0,84,109,-6
CCCNC(=O)c1ccc(Cn2cc(C(F)(F)F)ccc2=O)cc1,99,2,0.3,-5,3,0,100,99,2
O=C(CN1C(=O)c2ccccc2S1(=O)=O)c1ccccc1Cl,78,1,1.1,5,3,0,95,81,-12
COc1ccc(/C=C/C(=O)Nc2cc(S(=O)(=O)N3CCOCC3)ccc2C)cc1OC,100,6,-3.8,11,2,2,108,97,-7
COc1ccc(/C=N/OC(=O)Nc2ccc(Cl)cc2)c(OC)c1,99,3,1.3,-8,-3,1,98,99,13
